NPSR antagonist: neuropeptide S receptor (human) antagonism, cAMP | Potency, µM (titrated, usually from 38.3 µM), without a hit: at the top dose activity change, negative = inhibition, most hits filed as inhibitors | 1% of 220,000 active | Q6W5P4 | CHO-NPSR cells, cAMP TR-FRET, antagonist mode; further: potency means the concentration at half of the fitted maximal effect; on the % scale 0 is the no-effect control and ±100 the full control effect; nearly all actives have a fitted effect of over 50% in size; many of its hits are not listed in these tables
Target sequence (Q6W5P4 whole entry, looked up): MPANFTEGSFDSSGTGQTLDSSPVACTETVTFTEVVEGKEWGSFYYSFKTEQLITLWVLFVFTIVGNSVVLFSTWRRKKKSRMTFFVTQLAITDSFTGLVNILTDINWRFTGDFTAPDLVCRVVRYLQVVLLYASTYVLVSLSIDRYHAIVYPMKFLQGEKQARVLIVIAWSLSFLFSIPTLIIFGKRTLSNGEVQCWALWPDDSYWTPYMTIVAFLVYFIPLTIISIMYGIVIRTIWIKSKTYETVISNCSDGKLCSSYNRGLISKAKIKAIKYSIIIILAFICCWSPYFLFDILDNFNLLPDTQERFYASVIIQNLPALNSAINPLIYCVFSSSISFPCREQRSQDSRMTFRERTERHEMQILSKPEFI
Luc counter: Kinase-Glo luciferase inhibition (counter-screen); Potency, µM (doses to about 38.3 µM), without a hit: at the highest dose activity change, negative = inhibition, usual class: inhibitors; Kinase-Glo luciferase, ATP luminescence, 8 min; 0.28% of 200,000 active; AID 1379; further: potency means the concentration at half of the fitted maximal effect; on the % scale 0 is the no-effect control and ±100 the full control effect; nearly all actives have a fitted effect of over 60% in size
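Inhibition of Kinase-Glo luciferase light generation was assessed at 10 uM ATP in pH 7.2 imidazole buffer, with luminescence measured after eight minutes at ambient temperature.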
Epigenetic derep: epigenetic control regulation, reporter derepression; murine LDR cells, GFP reporter derepression, 30 h; Potency, µM (top dose mostly 53.9 µM), inactives show at the highest dose GFP activation, hits mostly activators; 0.2% of 280,000 active; AID 1865; further: potency means the concentration at half of the fitted maximal effect; % of control where 0% means no effect; nearly all actives have a fitted effect of over 60% in size
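Derepression of a silenced CMV-GFP reporter in murine LDR cells is scored by enumerating GFP-positive cells with a laser-scanning microplate cytometer after 30 hours of treatment at 37 C.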
CBFb RUNX1 block: CBF-beta/RUNX1 interaction disruption; AlphaScreen CBFb-His/RUNX1-biotin binding, biochemical; Potency, µM (doses to about 59.8 µM), for inactives: at the top dose activity, negative = inhibition, usual class: inhibitors; 230,000 tested, under 10 active; Q01196+Q13951; AID 1477; further: % of control where 0% means no effect
Target sequence (Q01196 whole entry, looked up): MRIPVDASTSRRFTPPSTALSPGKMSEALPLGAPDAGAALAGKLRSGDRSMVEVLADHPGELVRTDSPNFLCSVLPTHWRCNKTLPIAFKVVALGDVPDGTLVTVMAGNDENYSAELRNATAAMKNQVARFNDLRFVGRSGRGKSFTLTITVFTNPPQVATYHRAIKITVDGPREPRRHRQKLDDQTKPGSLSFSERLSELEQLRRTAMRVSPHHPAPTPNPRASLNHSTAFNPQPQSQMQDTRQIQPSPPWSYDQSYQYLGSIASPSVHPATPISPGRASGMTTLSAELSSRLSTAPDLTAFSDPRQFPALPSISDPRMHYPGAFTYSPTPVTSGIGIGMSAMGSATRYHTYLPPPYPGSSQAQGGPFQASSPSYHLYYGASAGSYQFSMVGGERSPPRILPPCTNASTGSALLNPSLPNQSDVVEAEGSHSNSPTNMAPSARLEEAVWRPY
Target sequence (Q13951 whole entry, looked up): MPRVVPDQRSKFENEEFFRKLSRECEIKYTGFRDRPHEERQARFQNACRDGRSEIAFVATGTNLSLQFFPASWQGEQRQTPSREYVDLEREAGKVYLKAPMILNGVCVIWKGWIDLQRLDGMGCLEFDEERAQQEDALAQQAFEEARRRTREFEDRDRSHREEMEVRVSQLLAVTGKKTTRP
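Read-out: AlphaScreen. Format: His-CBF-beta with biotinylated RUNX1 (30 nM each) preincubated 20 min, compound 15 min, Ni-chelate plus streptavidin beads 90 min; room temperature throughout.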
L3MBTL1 block: inhibitors of human L3MBTL1 | Q9Y468 | AlphaScreen L3MBTL1–H3K9me1 peptide binding | Potency, µM (highest dose often 57.1 µM), without a hit: at the top dose activity, negative = inhibition, actives largely listed as inhibitors | 0.66% of 230,000 active | AID 485360; further: potency means the concentration at half of the fitted maximal effect; on the % scale 0 is the no-effect control and ±100 the full control effect; nearly all actives have a fitted effect of over 60% in size
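Displacement of a biotinylated histone H3(1-15) peptide monomethylated at Lys9 (75 nM) from L3MBTL1 (50 nM) was measured by AlphaScreen after a 30 min room-temperature compound incubation; cefsulodin titration served as intraplate control.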
IMPase Li cell: cell-permeable IMPase inhibitors with lithium potentiation; AID 1457; Potency, µM (series often up to 59.4 µM), for the others: at the highest dose activity, negative = IMPase inhibition, most hits filed as inhibitors; 0.35% of 210,000 active; CHO-M1 cells, IP1 TR-FRET (IP-One), carbachol + lithium;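 further: IP1 builds up when IMPase is blocked and the TR-FRET signal falls; potency means the concentration at half of the fitted maximal effect; plate controls were basal vehicle for no effect and high inhibitor control for full effect; nearly all actives have a fitted effect of over 50% in size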
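Steps: plate 2000 CHO-M1 cells per well and culture 16–30 h; add compound and lithium; incubate 30 min, 37C; add d2-IP1 tracer and Eu cryptate anti-IP1 antibody in lysis buffer; read after 10 min at room temperature.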
HTT aggregate: inhibitors of mutant huntingtin aggregate formation in PC12 cells | PC12 HttQ103-GFP aggregates, Acumen cytometry, 40 h | Potency, µM (doses to about 46.1 µM), without a hit: top-dose activity change, negative = inhibition, usual class: inhibitors | 1.1% of 220,000 active | AID 1688; further: potency means the concentration at half of the fitted maximal effect; on the % scale 0 is the no-effect control and ±100 the full control effect; nearly all actives have a fitted effect of over 60% in size
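Quantitative HTS on tebufenozide-induced (100 nM) PC12 cells stably expressing polyQ103 Huntingtin exon 1–GFP. Reduction of bright GFP aggregates, detected by laser scanning cytometry after lysis, identified actives across the titration.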
* = called active by the depositor; ? = inconclusive; . = no result given; & = joins results of further samples; [ ] = dose if it differs, or a comment. The call rests on the fitted dose curve; in most records, active means well fitted curve in the direction sought with a large enough effect; inconclusive means small, poorly fitted or top-dose-only effect, or another doubt; inactive means no such curve, though single readings can be large; an effect the other way counts as inactive or inconclusive.

SMILES	NPSR antagonist	Luc counter	Epigenetic derep	CBFb RUNX1 block	L3MBTL1 block	IMPase Li cell	HTT aggregate
Cc1cc(C)n(CC(O)CN2C(=O)NC(C)(C)C2=O)n1 (stereo unspecified)	-1%[46.1 µM]	1%	1.0%	5%	4%	20%[38.3 µM]	-12%
O=C1NC(=O)c2cc(NC(=O)C3COc4ccccc4O3)ccc21 (stereo unspecified)	-2%	2%	-0.4%	5%	?	1%	9%
Cc1cc(SCC(=O)OCC(=O)c2c(N)n(C)c(=O)n(C)c2=O)c(C)cc1Br	-7%	-1%	1.1%	12%	.	-6%	-6%
CC(=O)c1ccc2c(c1)OCCOCCOCCOCCOCCO2	19%	.	-5.5%	3%	15%	.	19%[9.22 µM]
COc1ccc(O)c(-c2cc(-c3ccccc3[N+](=O)[O-])[nH]n2)c1	-6%	-3%	0.0%	-11%	-15%	-7%	8%
CN(C)/C=C(\C#N)C(=O)Nc1ccc(F)cc1	-11%[46.1 µM]	-14%	-1.8%	-1%	-4%	-12%[38.3 µM]	-21%
CCOc1nc(C#N)nc(N2CCCCC2)n1	-14%[46.1 µM]	2%	0.0%	27%	-17%	41%[activator][38.3 µM]	23%
CS(=O)(=O)N1CCN(c2nc3ccc(Cl)cc3s2)CC1	8%	.	0.1%	5%	.	.	14%[9.22 µM]
CCN(CC)C(=O)C[n+]1cccc(C(N)=O)c1	10%	1%	-3.2%	14%	2%	-2%	6%
CCCCc1ccc(Nc2nc(CCC)cc(=O)[nH]2)cc1	-18%[46.1 µM]	-4%	9.6%	9%	3%	36%[activator][38.3 µM]	35µM*
O=C(CCN1C(=O)C2C3C=CC(C3)C2C1=O)Nc1ccccc1F (stereo unspecified)	0%[46.1 µM]	6%	0.9%	0%	0%	-1%	-13%
CC(C)NC(=O)CSc1nc2[nH]ncc2c(=O)[nH]1	15%	-4%	-4.4%	11%	.	-1%	10%
O=C(NCCN1CCc2ccccc2C1)C1CCN(S(=O)(=O)N2CCCCC2)CC1	19%[46.1 µM]	-1%	0.1%	-2%	4%	-7%[38.3 µM]	19%
CC(Sc1nnnn1C)C(=O)Nc1ccc2c(c1)OCCO2 (stereo unspecified)	12%	0%	0.0%	2%	.	-2%	-5%
O=c1cc(O)c2sc3nc(C(F)(F)F)c4c(c3c2[nH]1)CCCCC4	-20%	1%	-1.5%	-20%	.	-11%	-15%
Cc1cccc(C(=O)N2CCC(=O)N([C@H](COCc3ccc(Cl)cc3)Cc3ccccc3)CC2)c1	.	0%[39.9 µM]	-2.3%	-5%	.	8%	.
COc1cc(C(=O)OCC(=O)Nc2cc(-c3cc(C)c(C)cc3C)nn2-c2ccccc2)cc(OC)c1OC	-12%	-1%	2.0%	10%	0%	-2%	-20%
O=C(CCn1cccc1)NC1CCCc2ccccc21 (stereo unspecified)	-3%[46.1 µM]	-4%	-1.1%	-5%	-2%	-12%[38.3 µM]	0%
CC(C)N(C(=O)NC(=O)NCC1CCCO1)S(C)(=O)=O (stereo unspecified)	-6%[46.1 µM]	4%	-5.4%	1%	-1%	-10%[38.3 µM]	5%
COC(=O)CC(NC(=O)c1ccc(C)cc1)c1ccc2c(c1)OCO2 (stereo unspecified)	-5%[46.1 µM]	-2%	-0.8%	-3%	.	44%[activator][38.3 µM]	-18%

By substructure: the entries above containing fluorine (3)
SMILES	NPSR antagonist	Luc counter	Epigenetic derep	CBFb RUNX1 block	L3MBTL1 block	IMPase Li cell	HTT aggregate
CN(C)/C=C(\C#N)C(=O)Nc1ccc(F)cc1	-11%[46.1 µM]	-14%	-1.8%	-1%	-4%	-12%[38.3 µM]	-21%
O=C(CCN1C(=O)C2C3C=CC(C3)C2C1=O)Nc1ccccc1F (stereo unspecified)	0%[46.1 µM]	6%	0.9%	0%	0%	-1%	-13%
O=c1cc(O)c2sc3nc(C(F)(F)F)c4c(c3c2[nH]1)CCCCC4	-20%	1%	-1.5%	-20%	.	-11%	-15%

New compounds follow
SMILES	NPSR antagonist	Luc counter	Epigenetic derep	CBFb RUNX1 block	L3MBTL1 block	IMPase Li cell	HTT aggregate
Cc1sc2nc(CN3CCOCC3)nc(Oc3ccc(NC(=O)c4ccco4)cc3)c2c1C	-21%[46.1 µM]	.	-6.0%&2.1%	-19%&-5%	-10%	.	16%
Cc1ccc(CNC(=O)/C=C/c2ccc(S(=O)(=O)N3CCOCC3)cc2)cc1	7%	0%	-1.2%	1%	-2%	-3%	0%
COc1ccc(SCC(=O)Nc2ccccc2Cl)cc1	-5%	-3%	1.2%	3%	16%	8%	7%
Cc1ccc(NC(=O)CSc2nnc(C)c(=O)n2N)cc1	-12%	-1%	-2.6%	13%	19%	-16%	-7%
O=C(N/N=C/c1cccc2cccnc12)[C@H]1C[C@@H]1c1ccccc1	-25%	.	2.0%	?	-1%	.	3%[9.22 µM]
COc1ccc(OC)c(S(=O)(=O)NCc2cn3ccsc3n2)c1	3%	2%	-1.5%	9%	7%	-5%	0%
O=C(c1c[nH]c2ccccc12)C(O)C(c1ccccc1)N1CCOCC1 (stereo unspecified)	-4%[46.1 µM]	1%	0.0%	10%	-9%	19%[38.3 µM]	-2%
O=C(O)Cn1nc2ccccc2n1	-7%[46.1 µM]	2%	0.9%	8%	10%	11%[38.3 µM]	-13%
CCOC(=O)N1CCN(C(=O)CN(C2CCCCC2)S(=O)(=O)c2ccc(F)cc2)CC1	0%[46.1 µM]	-3%	-1.0%	6%	.	16%[38.3 µM]	21%
CCc1nnc(NC(=O)c2ccc(OCc3c(C)noc3C)c(OC)c2)s1	-29%	-1%	-0.4%	5%	-17%	-14%	-7%
COC(=O)c1ccccc1NS(=O)(=O)c1ccc2[nH]c(=O)[nH]c2c1	10%	-1%	-3.8%	-4%	-17%	-2%	-6%
CC1CCCCN1C(=O)CSc1ccc(-c2ccc(F)cc2)nn1 (stereo unspecified)	-12%[46.1 µM]	-1%	0.0%	5%	.	0%[38.3 µM]	1%
COc1ccc(C2c3ccsc3CCN2C(=O)NC(C)(C)C)cc1 (stereo unspecified)	35%	.	0.3%	18%	-3%	.	8%[9.22 µM]
COc1ccc(-n2sc3c(c2=S)-c2cc(OC)ccc2NC3(C)C)cc1	-17%[46.1 µM]	1%	0.1%	?	32µM*	17%	?
CCOC(=O)N1CCN(C(=O)C(C)N(c2ccccc2)S(C)(=O)=O)CC1 (stereo unspecified)	-10%	1%	1.1%	5%	7%	4%	14%[9.22 µM]
CCCn1c(=N)c(C#N)cc2c(=O)n3cccc(C)c3nc21	-12%	3%	0.5%	2%	6%	9%	9%[9.22 µM]
Cc1ccc(/C=C/C(=O)Nc2sc3c(c2C#N)CCCC3)o1	-1%[46.1 µM]	-1%	1.0%	3%	-15%	-7%	7%
O=c1[nH]c(=O)n(Cc2ccccc2)c2nc(-c3ccc(Oc4ccc(F)cc4)c([N+](=O)[O-])c3)n(CCO)c12	6.3µM*	2%	5.9%	-10%	-4%	7%	-7%
COc1ccc(Cl)cc1NC(=O)NC(C)C	4%	-1%	-1.3%	4%	-1%	1%	-2%
COc1cc(OC)cc(N(C(=O)C2COc3ccccc3O2)C(C(=O)NC2CCCCC2)c2ccc(O)cc2)c1 (stereo unspecified)	-20%	3%	0.0%	-10%	-13%	8%	-27%
Cc1cc(-c2nnc(SCC(=O)c3ccc(F)cc3)o2)no1	-24%	-1%	0.0%	-3%	6%	?	12%
COC(C(=O)Nc1ccccc1F)c1ccccc1 (stereo unspecified)	-4%[46.1 µM]	-3%	-1.4%	8%	.	19%[38.3 µM]	-5%
NC(=O)CN1CCOCCN(CC(N)=O)CCOCC1	-5%[46.1 µM]	-5%	-1.9%	-1%	6%	-7%[38.3 µM]	5%
CC(=O)c1cccc(-n2nnnc2SCC(=O)N2CCCC2)c1	-3%[46.1 µM]	4%	0.0%	19%	2%	-6%[38.3 µM]	13%
O=C(CC(c1ccc(F)cc1)c1ccco1)N1CCOCC1 (stereo unspecified)	-23%[46.1 µM]	-3%	-0.7%	-3%	14%	-6%[38.3 µM]	-1%
O=c1c2ccccc2c(-c2ccccc2)nn1Cc1ccccc1	-20%	2%	0.0%	?	6%	10%	-6%
COCCCNCCOCCOc1ccc(C)cc1Br	16%	-4%	-1.0%	-3%	27%	4%	16%
O=C(CCn1c2c(c3ccccc31)CCCC2)NNC(=O)c1cccc([N+](=O)[O-])c1	7%	5%	3.0%	-24%	-7%	4%	-4%
C/C(=N/NS(=O)(=O)c1ccc(C)cc1)c1c(O)c2ccccc2oc1=O	-20%	.	0.1%	15%	.	.	12%[9.22 µM]
O=S(=O)(c1ccc(S(=O)(=O)N2CCCC2)cc1)N1CCCCCC1	6%[46.1 µM]	2%	-0.2%	0%	2%	3%[38.3 µM]	0%
Cc1ccccc1OCCN1CCC(Cc2ccccc2)CC1	?	3%	-0.1%	6%	-4%[11.4 µM]	17%	3%
COC(=O)c1c(NC(=O)COC(=O)c2ccc(O)cc2)sc2c1CCCCC2	?	.	8.6%	0%	4%	.	?
COc1ccccc1-n1c(COc2ccccc2-c2ccccc2)nnc1SCC(=O)c1c(N)n(C)c(=O)n(C)c1=O	-12%	2%	-0.9%	1%	-10%	11%	5%
N#Cc1ccc(Oc2cccc(C(=O)O)c2)cc1C#N	4%[46.1 µM]	.	-12%	-5%	0%	.	8%
Cc1ccc(NC(=O)C(CC(C)C)NC(=O)C2CCC(C)CC2)nc1 (stereo unspecified)	-15%[46.1 µM]	-3%	-1.0%	4%	.	3%[38.3 µM]	6%
c1cncc(-c2nnc3n2CCC3)c1	1%[46.1 µM]	-5%	-2.9%	10%	-5%	-11%[38.3 µM]	-8%
CCC(C)Nc1nc2c(C)cccn2c(=O)c1C=Nc1ccc(OC)cc1 (stereo unspecified)	-44%	1%	-5.1%	-7%	2%	8%	8%
N#CCSc1nnc(COc2ccc3ccccc3c2)o1	?	-5%	0.7%	0%	-2%	-2%[38.3 µM]	-29%
CC(O)CNc1ccc([N+](=O)[O-])cc1S(=O)(=O)N1CCOCC1 (stereo unspecified)	7%	1%	-0.1%	-5%	4%	3%	23%

Of the compounds above, these have a Cl atom.
SMILES	NPSR antagonist	Luc counter	Epigenetic derep	CBFb RUNX1 block	L3MBTL1 block	IMPase Li cell	HTT aggregate
CS(=O)(=O)N1CCN(c2nc3ccc(Cl)cc3s2)CC1	8%	.	0.1%	5%	.	.	14%[9.22 µM]
Cc1cccc(C(=O)N2CCC(=O)N([C@H](COCc3ccc(Cl)cc3)Cc3ccccc3)CC2)c1	.	0%[39.9 µM]	-2.3%	-5%	.	8%	.
COc1ccc(SCC(=O)Nc2ccccc2Cl)cc1	-5%	-3%	1.2%	3%	16%	8%	7%
COc1ccc(Cl)cc1NC(=O)NC(C)C	4%	-1%	-1.3%	4%	-1%	1%	-2%

This is a subset; the hit share may differ from the screen's.
